RECQ1 inh: blocks DNA unwinding by human RECQ1 | P46063 | RECQ1 DNA unwinding, red fluorescence kinetic read | Potency, µM (highest dose often 57.3 µM), without a hit: at the highest dose activity, negative = inhibition, most hits filed as inhibitors | 0.54% of 240,000 active;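 further: plate controls were vehicle for no effect and no enzyme for full effect; nearly all actives have a fitted effect of over 30% in size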
Target sequence (P46063 whole entry, looked up): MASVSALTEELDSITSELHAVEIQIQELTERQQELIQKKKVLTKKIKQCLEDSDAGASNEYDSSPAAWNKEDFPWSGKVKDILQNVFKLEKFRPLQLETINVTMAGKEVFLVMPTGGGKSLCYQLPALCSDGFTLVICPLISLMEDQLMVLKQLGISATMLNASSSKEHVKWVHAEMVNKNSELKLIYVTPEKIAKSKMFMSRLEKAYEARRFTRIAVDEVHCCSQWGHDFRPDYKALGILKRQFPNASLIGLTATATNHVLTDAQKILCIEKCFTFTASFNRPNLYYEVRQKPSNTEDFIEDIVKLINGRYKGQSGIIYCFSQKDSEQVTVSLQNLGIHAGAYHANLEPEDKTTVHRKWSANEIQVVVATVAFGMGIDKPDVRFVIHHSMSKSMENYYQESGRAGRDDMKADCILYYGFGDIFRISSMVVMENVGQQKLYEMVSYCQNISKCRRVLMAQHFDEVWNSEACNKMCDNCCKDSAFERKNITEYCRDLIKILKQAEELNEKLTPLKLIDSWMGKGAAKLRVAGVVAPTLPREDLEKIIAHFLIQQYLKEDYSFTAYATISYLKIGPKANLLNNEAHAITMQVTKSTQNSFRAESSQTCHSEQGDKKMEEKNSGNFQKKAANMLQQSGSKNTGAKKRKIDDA
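RECQ1T1 50 nM; forked duplex (20 bp + 30-nt ss tails) 200 nM, ATP 2 mM final; pH 8.0, 2 mM MgCl2, 2.5 ug/ml poly(dI-dC); 15 min compound preincubation; discontinuous kinetic read over 2 h at RT.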
IMPase Li inh: cell-permeable IMPase inhibitors with lithium potentiation. Potency, µM (series often up to 59.4 µM), for inactives: at the top dose activity, negative = IMPase inhibition, usual class: inhibitors. 0.35% of 210,000 active. CHO-M1 cells, IP1 TR-FRET (IP-One), carbachol + lithium;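 further: IP1 builds up when IMPase is blocked and the TR-FRET signal falls; plate controls were basal vehicle for no effect and high inhibitor control for full effect; nearly all actives have a fitted effect of over 50% in size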
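Steps: plate 2000 CHO-M1 cells per well and culture 16–30 h; add compound and lithium; incubate 30 min, 37C; add d2-IP1 tracer and Eu cryptate anti-IP1 antibody in lysis buffer; read after 10 min at room temperature.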
JMJD2E inh: inhibitors of human JMJD2E histone demethylase; Potency, µM (doses to about 57.1 µM), without a hit: top-dose activity change, negative = inhibition, most hits filed as inhibitors; B2RXH2; 1.6% of 230,000 active; JMJD2E catalytic domain, FDH-coupled NADH fluorescence (FDH is formaldehyde dehydrogenase); AID 2147; active means well fitted inhibition curve with a large enough effect, not every such curve was filed as active; inconclusive means small, poorly fitted or top-dose-only effect, or another doubt; inactive means no such curve, though single readings can be large or run the other way;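 further: 0% = wells with enzyme and -100% = buffer wells without enzyme; nearly all actives have a fitted effect of over 50% in size; many of its hits are not listed in these tables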
NPSR antagonist: blocks cAMP signaling of the human neuropeptide S receptor; Potency, µM (highest dose often 38.3 µM), for the others: top-dose activity change, negative = inhibition, most hits filed as inhibitors; Q6W5P4; CHO-NPSR cells, cAMP TR-FRET, antagonist mode; 1% of 220,000 active; further: on the % scale 0 is the no-effect control and ±100 the full control effect; nearly all actives have a fitted effect of over 50% in size; many of its hits are not listed in these tables
SMN2 splice enh: enhancers of SMN2 splice variant expression. HEK293 SMN2-luciferase splicing reporter, luminescence, 30-36 h. Potency, µM (top dose mostly 46.1 µM), for the others: at the top dose activity change, positive = activation, actives largely listed as activators. 2.8% of 210,000 active. AID 1458; further: % of control where 0% means no effect; nearly all actives have a fitted effect of over 55% in size
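HEK293 cells carry an SMN2 minigene-luciferase reporter in which exon 7 inclusion puts luciferase in frame. Cells were seeded at 2000 cells/well, attached for 10-12 hours, then exposed to compounds for 30-36 hours at 37C before ONE-Glo luminescence.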
Epigenetic reg: regulators of epigenetic silencing causing reporter derepression in mouse cells. murine LDR cells, GFP reporter derepression, 30 h. Potency, µM (doses to about 53.9 µM), without a hit: top-dose GFP activation, usual class: activators. 0.2% of 280,000 active. AID 1865; further: % of control where 0% means no effect; nearly all actives have a fitted effect of over 60% in size
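Murine LDR cells bearing a silenced CMV-driven GFP reporter were exposed to compound for 30 h at 37 C. After PBS washes, GFP-positive cells (20-120 um objects) counted by laser-scanning microplate cytometry.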
GoLoco inh red: RGS12 GoLoco-Gai1 interaction inhibition; P63096; Gai1:RGS12 GoLoco peptide FP, rhodamine, 10 min; Potency, µM (top dose mostly 61.6 µM), for the others: top-dose activity, negative = inhibition, usual class: inhibitors; 0.44% of 230,000 active; AID 880; active means well fitted inhibition curve with a large enough effect, not every such curve was filed as active; inactive means no such curve, though single readings can be large or run the other way; further: on the % scale 0 is the no-effect control and ±100 the full control effect; nearly all actives have a fitted effect of over 30% in size; many of its hits are not listed in these tables
Target sequence (P63096 whole entry, looked up): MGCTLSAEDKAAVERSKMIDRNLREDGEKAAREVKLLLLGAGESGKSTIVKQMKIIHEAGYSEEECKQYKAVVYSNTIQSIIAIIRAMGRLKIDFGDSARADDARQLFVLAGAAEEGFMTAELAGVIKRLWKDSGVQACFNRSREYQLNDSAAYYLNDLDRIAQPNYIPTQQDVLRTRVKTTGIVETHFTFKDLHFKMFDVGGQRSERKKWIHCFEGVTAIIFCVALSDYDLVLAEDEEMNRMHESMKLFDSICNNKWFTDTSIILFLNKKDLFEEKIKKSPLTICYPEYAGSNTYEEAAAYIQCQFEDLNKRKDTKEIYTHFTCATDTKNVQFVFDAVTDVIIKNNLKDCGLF
Luc counter: blocks Kinase-Glo luciferase, a counter-screen artifact; Kinase-Glo luciferase, ATP luminescence, 8 min; Potency, µM (series often up to 38.3 µM), for the others: at the top dose activity change, negative = inhibition, most hits filed as inhibitors; 0.28% of 200,000 active; further: on the % scale 0 is the no-effect control and ±100 the full control effect; nearly all actives have a fitted effect of over 60% in size
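Luminescence was the read-out, taken after 8-minute incubation at ambient temperature. Luciferase turned over luciferin with 10 uM ATP in imidazole pH 7.2 buffer containing KCl, MgCl2, Tween 20 and BSA.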
Numbers without * were called inactive; i = inactive; ? = inconclusive; / = not tested or not shown; [ ] = dose if it differs, or a comment. Unless noted, the call rests on the fitted dose curve; in most records, active means well fitted curve in the direction sought with a large enough effect; inconclusive means small, poorly fitted or top-dose-only effect, or another doubt; inactive means no such curve, though single readings can be large; an effect the other way counts as inactive or inconclusive. Potency means the concentration at half of the fitted maximal effect.

#	mol	RECQ1 inh	IMPase Li inh	JMJD2E inh	NPSR antagonist
1	Cc1cc(C(=O)Cn2nc(C(=O)O)c3ccccc3c2=O)c(C)n1CC(F)(F)F	-7%	?	-2%	-1%
2	CCC(CC)C(=O)c1c[nH]c(C(=O)NCCCn2ccnc2)c1	-9%	-9%[38.3 µM]	0%	-1%[46.1 µM]
3	Cc1ccsc1C1C=C(c2cccc(Br)c2)Nc2ncnn21 (stereo not given)	-2%	/	13%	-18%[46.1 µM]
4	N#C/C(=C\Nc1ccccc1SC(F)(F)F)c1nc(-c2ccc(F)cc2)cs1	-9%	5%	2%	-23%
5	COc1ccc(-c2cc(C(=O)N3CCN(c4ccccc4OC)CC3)no2)cc1OC	-23%	7%	?	5%
6	CN1CCc2cc3c(c4c2[C@H]1[C@H](O)c1ccccc1-4)OCO3	81%[activator]	3%	18µM*	4%
7	COc1ccc(-c2noc(CN(C(=O)C(C)(C)C)C(C)C)n2)cc1	-4%	37%[38.3 µM]	4%	2%[46.1 µM]
8	CCOC(=O)Cc1sc(N)nc1C	0%	-1%	0%	18%

#	SMN2 splice enh	Epigenetic reg	GoLoco inh red	Luc counter
1	5%	4.5%	-8%	0%
2	-17%	-1.1%	1%	-1%
3	/	-1.0%	/	/
4	-4%	0.0%	25%	0%
5	-10%	0.9%	7%	2%
6	27%	1.2%	-30%	0%
7	4%	?	0%	-1%
8	2%	0.0%	6%	3%

Other results
#	mol	RECQ1 inh	IMPase Li inh	JMJD2E inh	NPSR antagonist
9	CC(C)[C@H](NC(=O)CCn1nnc2ccccc2c1=O)C(=O)O	13%	-2%[38.3 µM]	1%	1%[46.1 µM]
10	COCC(C)n1c(C)cc(C(=O)COC(=O)c2oc3ccccc3c2C)c1C (stereo not given)	-10%	-2%[38.3 µM]	-16%	-17%[46.1 µM]
11	N#Cc1ccc(C(=O)Nc2nnc(-c3cccs3)o2)cc1	-9%	-3%	?	-1%
12	Cc1ccc(N2CC(C(N)=O)CC2=O)cc1 (stereo not given)	-5%	24%[38.3 µM]	4%	-7%[46.1 µM]
13	COc1ccccc1C1(CC(=O)N2CCCCC2)CCOC(C(C)C)C1 (stereo not given)	-5%	-6%[38.3 µM]	?	-16%[46.1 µM]
14	CCN1CCOC(CC(=O)Nc2cccc([N+](=O)[O-])c2)C1=O (stereo not given)	2%	/	-4%	9%
15	O=C(Nc1ccccc1)/C(=C/c1ccccc1)c1ccccc1	-19%	-1%[38.3 µM]	28µM*	-20%[46.1 µM]
16	CN1CCN(S(=O)(=O)c2cccc(S(=O)(=O)c3ccc(Cl)c(Cl)c3)c2)CC1	5%	1%[38.3 µM]	-7%	1%[46.1 µM]

#	SMN2 splice enh	Epigenetic reg	GoLoco inh red	Luc counter
9	-14%	-0.7%	1%	1%
10	-29%	-0.9%	5%	-4%
11	/	1.1%	4%	/
12	-3%	1.0%	-5%	2%
13	-6%	-0.4%	1%	-6%
14	/	6.4%	-15%	/
15	9%	1.1%	13%	6%
16	-12%	-1.1%	4%	1%

Next records follow.
#	mol	RECQ1 inh	IMPase Li inh	JMJD2E inh	NPSR antagonist
17	O=[N+]([O-])c1cc(S(=O)(=O)N2CCCCC2)ccc1NCc1cccc(Cl)c1	-13%	21%	4%	-19%
18	O=C(NC(Cc1ccccc1)C(=O)NC(Cc1ccccc1)C(=O)O)c1ccccc1 (stereo not given)	i	-6%	?	6%
19	Cc1ccc(CNC(=O)/C=C/c2ccc(Br)o2)cc1	-6%	-1%	?	5%
20	CCOc1cc(S(=O)(=O)N2CCN(Cc3ccccc3)CC2)ccc1Br	i	9%[38.3 µM]	-8%	-15%[46.1 µM]
21	c1cnc(Oc2ccc(-c3nnco3)cc2)cn1	-17%	-7%[38.3 µM]	-4%	-14%[7.67 µM]
22	CC(=O)Nc1ccc(S(=O)(=O)Nc2nc(C)cc(-n3nc(C)cc3C)n2)cc1	i	17%[38.3 µM]	1%	?
23	CNC(=S)NCc1ccc(OC)cc1	-4%	-6%	3%	10%
24	COc1cc(C(=O)N/N=C(\C)Cc2ccccc2)cc(OC)c1OC	3%	4%	38%[activator]	19%

#	SMN2 splice enh	Epigenetic reg	GoLoco inh red	Luc counter
17	-17%	1.0%	-13%	1%
18	-3%	2.0%	-4%	2%
19	-12%	-3.2%	-3%	2%
20	-18%	-1.0%	10%	1%
21	-6%	1.2%	2%	-2%
22	7%	2.9%	4%	-4%
23	18%	-0.9%	9%	-1%
24	16%	0.0%	-7%	6%

Records listed so far marked active in JMJD2E inh.
cpd | SMILES | RECQ1 inh | IMPase Li inh | JMJD2E inh | NPSR antagonist | Epigenetic reg | GoLoco inh red
6 | CN1CCc2cc3c(c4c2[C@H]1[C@H](O)c1ccccc1-4)OCO3 | 81%[activator] | 3% | 18µM* | 4% | 1.2% | -30%
15 | O=C(Nc1ccccc1)/C(=C/c1ccccc1)c1ccccc1 | -19% | -1%[38.3 µM] | 28µM* | -20%[46.1 µM] | 1.1% | 13%

Following part:
#	mol	RECQ1 inh	IMPase Li inh	JMJD2E inh	NPSR antagonist
25	O=S(=O)(Nc1ccccn1)c1ccc(Oc2ccccc2)cc1	-2%	3%[38.3 µM]	?	-10%[46.1 µM]
26	O=C(O)CCc1nc(-c2ccccc2-n2cccc2)no1	/	4%	/	/
27	S=C(c1ccc(N2CCOCC2)cc1)N1CCOCC1	-7%	4%[38.3 µM]	?	-3%[46.1 µM]
28	Cc1ccccc1C(=O)N(C)Cc1ccccc1	i	23%[38.3 µM]	2%	-7%[46.1 µM]
29	CC(=O)Nc1cccc(NS(=O)(=O)Cc2ccc(Cl)cc2)c1	-2%	1%[38.3 µM]	1%	15%[46.1 µM]
30	COC(=O)c1ccc(OCC(=O)Nc2nn(-c3ccccc3)nc2C(N)=O)cc1	-2%	?	?	?
31	O=C(O)CCCNC(=O)c1cncc(O)c1	i	14%[38.3 µM]	?	5%[46.1 µM]
32	CCOC(=O)Cc1csc(NC(=O)CSc2nc3cccnc3n2CC)n1	i	-4%[38.3 µM]	-2%	-3%[46.1 µM]

#	SMN2 splice enh	Epigenetic reg	GoLoco inh red	Luc counter
25	6%	-1.1%	-4%	-2%
26	-23%[9.22 µM]	/	1%[14.2 µM]	-6%[7.66 µM]
27	10%	-0.8%	-19%	-2%
28	23%	0.0%	-1%	7%
29	0%	-7.1%	-8%	-2%
30	?	-1.1%	8%	0%
31	5%	0.7%	0%	-1%
32	-2%	-0.7%	9%	-3%

Other entries
#	mol	RECQ1 inh	IMPase Li inh	JMJD2E inh	NPSR antagonist
33	CC1(C)C(c2ccccc2)=NC(c2ccc(Br)cc2)N1O (stereo not given)	-7%	-3%	-28%	-1%
34	CCOc1ccc(N2C(=O)Nc3ccccc3C2(O)C(=O)NCc2ccccc2)cc1 (stereo not given)	-5%	10%	-2%	2%
35	COc1ccc(C(CC(=O)O)NS(=O)(=O)c2ccc(C)cc2)cc1OC (stereo not given)	i	1%[38.3 µM]	4%	0%[46.1 µM]
36	CC(Sc1nnc(COc2ccc([N+](=O)[O-])cc2)n1-c1ccccc1)C(=O)O (stereo not given)	10%	-1%	-8%	-8%
37	Cc1cc(C)n2nc(C(=O)Nc3ccn(Cc4ccccc4C)n3)cc2n1	1%	/	?	-14%
38	CN(C)[C@@H]1CCC[C@H]1OC(=O)C(c1ccccc1)c1ccccc1	1%	21%	-3%	26%
39	CCCCCCOC(=O)CCn1[nH]c(=O)c2ccccc2c1=O	5%	-20%[38.3 µM]	5%	-8%[46.1 µM]
40	CC(C)(C)C(=O)Nc1nnc(CC(=O)NCc2ccccc2)s1	i	1%	-27%	7%

#	SMN2 splice enh	Epigenetic reg	GoLoco inh red	Luc counter
33	/	-4.9%	4%	-3%
34	-4%	-0.2%	-2%	-7%
35	8%	-1.0%	0%	3%
36	/	2.1%	6%	0%
37	/	1.8%	-3%	/
38	4%	-1.0%	5%	3%
39	3%	1.1%	3%	0%
40	4%	-1.4%	11%	3%

Results in IMPase Li inh, for some of the entries so far:
# | structure | IMPase Li inh
38 | CN(C)[C@@H]1CCC[C@H]1OC(=O)C(c1ccccc1)c1ccccc1 | 21%
39 | CCCCCCOC(=O)CCn1[nH]c(=O)c2ccccc2c1=O | -20%[38.3 µM]
40 | CC(C)(C)C(=O)Nc1nnc(CC(=O)NCc2ccccc2)s1 | 1%

(listing goes on)
#	mol	RECQ1 inh	IMPase Li inh	JMJD2E inh	NPSR antagonist
41	Cc1cccc(-c2ncc(CN3CCN(CCC(C)C)C(CCO)C3)cn2)c1 (stereo not given)	11%	6%	0%	5%
42	Cc1nn(C)c(C)c1S(=O)(=O)N1CCC(C(=O)Nc2ccc3c(c2)OCCO3)CC1	-5%	1%[38.3 µM]	-1%	-3%[46.1 µM]
43	O=C(N/N=C/c1cc2ccccc2nc1Cl)/C(=C/c1cccs1)NC(=O)c1ccccc1	25µM*	15%[38.3 µM]	?	-8%[46.1 µM]
44	N=c1oc2cc(O)ccc2cc1C(=O)Nc1nc2ccccc2s1	-11%	-17%	?	5%
45	O=C(N/N=C/c1sc2ccccc2c1O)c1cccc2ccccc12	-9%	2%	25µM*	-7%
46	CCn1c(C)nc2cc(C(=O)NNC(=S)Nc3ccccc3)ccc21	18%	3%	1%	13%
47	COc1ccc2[nH]c(=O)c(CN(CCN3CCCC3)C(=O)Nc3ccccc3Cl)cc2c1	-4%	-18%[38.3 µM]	?	?
48	Cc1cccc2c(SCC(=O)NCC3CCCO3)nc(-c3ccc(F)cc3)nc12 (stereo not given)	-6%	-37%[38.3 µM]	2%	-7%[46.1 µM]

#	SMN2 splice enh	Epigenetic reg	GoLoco inh red	Luc counter
41	/	-0.1%	1%	/
42	1%	0.2%	-13%	0%
43	0%	5.1%	18%	-2%
44	0%	2.1%	3%	-4%
45	-92%[inhibitor]	0.0%	205%[activator]	-1%
46	9%	3.4%	41%[activator]	1%
47	8%	1.5%	10%	-6%
48	-29%	-2.6%	5%	1%

A portion of the library; count on the stated rates, not on these rows.
